bovine MsrA act: bovine methionine sulfoxide reductase A activation | purified bovine MsrA, absorbance read-out | activation, % at 10.6 µM | 360,000 tested, 0.3% active; in the data active means activation above about 7.5%;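 further: 0% = vehicle and 100% = reference activator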
SUMO1 PPI mod: SUMO1-SIM interaction modulation; P63165; SUMO1 binding to a labelled peptide, TR-FRET, 1 h; inhibition, % at 20 µM; 360,000 tested, 0.33% active; AID 602429; in the data active means inhibition above about 37%
MsrA inhibitor: inhibits bovine methionine sulfoxide reductase A; purified bovine MsrA, absorbance read-out; inhibition, % at 15.5 µM; 360,000 tested, 0.75% active; AID 651718; in the data active means inhibition above about 4.5%;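 further: 0% = vehicle wells with enzyme and 100% = reference inhibitor wells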
LMPTP inh: blocks human LMPTP phosphatase; AID 651560; 360,000 tested, 0.22% active; recombinant LMPTP-A, OMFP fluorogenic substrate, fluorescence intensity; inhibition, % at 20 µM;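 active means compounds that cut the enzyme signal by at least half of the control window in the single-dose screen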;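 further: plate controls were DMSO wells with enzyme plus substrate for no effect and substrate without enzyme for full effect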
Target sequence (P24666 whole entry, looked up): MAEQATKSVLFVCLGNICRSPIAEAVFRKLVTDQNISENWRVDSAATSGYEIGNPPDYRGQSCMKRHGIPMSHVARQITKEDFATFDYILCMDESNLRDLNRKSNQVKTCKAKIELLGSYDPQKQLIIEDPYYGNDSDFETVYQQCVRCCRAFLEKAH
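Assay system: LMPTP-A enzyme. Input: 0.625 nM LMPTP-A final. Probe or stimulus: 400 µM OMFP. Compound dosing: single 20 µM dose. Schedule: 50 min dark incubation at room temperature. Detection: fluorescence intensity of OMFP turnover product. Read-out: percent inhibition versus substrate-only and uninhibited controls. Benchmarks: no-enzyme low control, uninhibited high control.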
CendR NRP1 mod: NRP-1/CendR interaction modulation | O14786 | FAM-RPARPAR peptide binding to NRP-1, fluorescence polarization | inhibition, % at 25 µM | 360,000 tested, 0.85% active | AID 602438;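 active means inhibition or corrected inhibition above about 18%, plus a signal ratio from 0.5 to 1.5, limit read from the data, passing the limit was not always enough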; further: strong numbers were not always called active
eLon inh: E. coli protease La inhibition; P0A9M0; purified E. coli Lon protease, fluorescence polarization; inhibition, % at 7.94 µM; 360,000 tested, 0.42% active; AID 602123; in the data active means inhibition above about 13%, passing the limit was not always enough;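 further: 0% = enzyme with probe and DMSO and 100% = no enzyme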
STEP block: STEP (human) phosphatase inhibition. P54829. recombinant STEP, OMFP fluorogenic substrate, fluorescence. inhibition, % at 20 µM. 360,000 tested, 0.25% active;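 active means inhibition at 20 µM, scaled per plate between control wells, above about 37%, limit read from the data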;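 further: 0% = DMSO with enzyme and substrate and 100% = substrate only without enzyme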
Target sequence (P54829 whole entry, looked up): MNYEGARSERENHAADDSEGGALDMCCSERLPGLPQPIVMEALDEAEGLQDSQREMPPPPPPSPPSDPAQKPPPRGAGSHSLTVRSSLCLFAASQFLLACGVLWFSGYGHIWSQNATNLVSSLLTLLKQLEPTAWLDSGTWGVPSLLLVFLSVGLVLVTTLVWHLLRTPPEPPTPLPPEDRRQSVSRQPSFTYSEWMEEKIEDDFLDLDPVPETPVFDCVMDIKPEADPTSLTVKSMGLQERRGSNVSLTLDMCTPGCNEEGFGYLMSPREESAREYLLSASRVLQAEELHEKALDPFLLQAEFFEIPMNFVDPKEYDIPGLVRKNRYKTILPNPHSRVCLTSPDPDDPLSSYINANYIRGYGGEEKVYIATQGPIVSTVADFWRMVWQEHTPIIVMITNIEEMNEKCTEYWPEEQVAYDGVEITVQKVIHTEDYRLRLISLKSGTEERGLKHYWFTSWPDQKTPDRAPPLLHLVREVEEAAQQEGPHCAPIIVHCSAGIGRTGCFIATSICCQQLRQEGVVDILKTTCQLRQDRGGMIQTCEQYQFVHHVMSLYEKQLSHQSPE
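Test system: STEP tyrosine phosphatase / Reagent: OMFP at 25 µM / Doses: 20 µM, 1% DMSO / Read-out: percent inhibition scaled to no-enzyme and uninhibited-enzyme controls, plate-pattern corrected / Detection: FITC-channel fluorescence of OMFP product / Medium: Bis-Tris buffer pH 6.0, 2.5 mM DTT, 0.005% Tween 20 / Schedule: 20 min at room temperature, dark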
TbMetRS inhib: Trypanosoma brucei MetRS inhibition | purified T. brucei MetRS, ATP depletion, Kinase-Glo luminescence | inhibition, % at 11.9 µM | 360,000 tested, 0.4% active;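 active means inhibition above a per-plate cutoff of the control wells' mean inhibition plus 3 SD, cut at about 5.5% in these data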;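 further: 0% = DMSO wells median and 100% = median of wells with control inhibitor compound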
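Material – parasite MetRS enzyme · Medium – HEPES-MgCl2-KCl buffer plus DTT, spermine, BSA, pyrophosphatase · Reagent – ATP, methionine and E. coli bulk tRNA substrates · Times – 15 min enzyme-compound preincubation, 2 h reaction, 10 min detection, 25 °C · Measured by – luminescence of leftover ATP · Evaluation – percent inhibition relative to median high and low control wells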
Scp1 inh: Scp-1 (human) phosphatase inhibition | Q9GZU7 | Recombinant Scp1, phosphopeptide, malachite green phosphate absorbance | inhibition, % at 20 µM | 340,000 tested, 0.88% active;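 active means inhibition above about 50% at 20 µM, limit read from the data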;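 further: plate controls were DMSO wells with enzyme for no effect and wells lacking enzyme for full effect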
Target sequence (Q9GZU7 76-261 limits assumed): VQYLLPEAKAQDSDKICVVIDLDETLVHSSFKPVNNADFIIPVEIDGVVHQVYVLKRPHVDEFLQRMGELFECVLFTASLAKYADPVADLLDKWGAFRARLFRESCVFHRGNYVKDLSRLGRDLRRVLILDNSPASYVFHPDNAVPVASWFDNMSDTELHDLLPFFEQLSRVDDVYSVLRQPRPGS
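Test system: SCP-1 catalytic domain; Buffer or medium: Acidic Tris acetate buffer with magnesium and detergent; Also added: Phosphorylated 17-residue peptide substrate; Compound: single 20 µM dose, 1% DMSO; Schedule: enzyme reaction 45 min at room temperature, colour 5 min, stabilisation 30 min; Signal: Phosphate-binding colour reagent, absorbance read at 630 nm.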
DNMT1 block: inhibitors of human DNMT1 | P26358 | DNMT1 molecular beacon, Hinp1I cleavage, fluorescence | inhibition (reported as % activation of signal), % at 10 µM | 360,000 tested, 0.83% active; in the data active means inhibition above about 50%
Numbers without * were called inactive; x = not tested or not shown; & = joins results of further samples.

SMILES	bovine MsrA act	SUMO1 PPI mod	MsrA inhibitor	LMPTP inh	CendR NRP1 mod	eLon inh	STEP block	TbMetRS inhib	Scp1 inh	DNMT1 block
CC(=O)NC(CC(=O)N(Cc1ccccc1)c1ccc(C)cc1)c1ccccc1 (stereo not drawn)	-4	2	0.8	-0.9	3	1	-1	-0.5	-5	0
O=C(NCc1ccccn1)c1ccc(Cl)c(S(=O)(=O)N2CCCCC2)c1	-5	-5	1.5	0.4	7	-2	3	-0.4	-7	-1
CCN1CCN(CCOc2ccc(Br)cc2C)CC1	1	-2	-0.6	1.3	3	5	0	2.6	-5	1
Cc1ccccc1Cn1c(C)c(C(=O)N(C)Cc2ccc(F)cc2)sc1=O	-3	5	-1.6	-1.8	0	-1	2	-0.6	x	-1
COc1cc(C(=O)O/N=C(\N)c2cccc([N+](=O)[O-])c2)cc(OC)c1OC	-3	-18	1.3	-0.8	6	1	-3	-0.2	-13	0
Cn1nc(C2CC2)cc1NC(=O)C1(C)CCN1C(=O)c1ccccc1CCc1ccccc1 (stereo not drawn)	-6	3	-0.7	1.0	-8	-2	0	-0.4	x	-1
O=C(NCc1cccs1)c1cc(S(=O)(=O)N2CCOCC2)c(Cl)cc1Cl	-4	0	-1.0	-0.6	5	-6	1	0.0	1	0
Cc1nc(NC(=O)CCc2ccccc2)ccc1Br	-1	-4	0.2	1.5	16	-3	-2	-0.4	0	-2
COc1ccc(OC)c(-c2nc(CN(C)C(C)c3ccncn3)c(C)o2)c1 (stereo not drawn)	-7	0	0.4	0.7	2	-3	3	-0.4	1	-3
COC(=O)c1scc(C)c1N1C(=O)c2ccccc2C1=O	-9	2	-1.6	-2.5	-13	4	0	-1.2	-6	0
O=C(CN1CCN(Cc2ccccc2)CC1)c1ccccc1	-1	-1	0.0	-3.2	20	-1	-2	-0.2	-2	0
O=[N+]([O-])c1cc(-c2ncccn2)c([N+](=O)[O-])s1	-1	-23	-0.4	3.0	1	-13	0	-1.0	-4	4

Pulled by compound from above, 7 records:
SMILES	bovine MsrA act	SUMO1 PPI mod	MsrA inhibitor	LMPTP inh	CendR NRP1 mod	eLon inh	STEP block	TbMetRS inhib	Scp1 inh	DNMT1 block
O=[N+]([O-])c1cc(-c2ncccn2)c([N+](=O)[O-])s1	-1	-23	-0.4	3.0	1	-13	0	-1.0	-4	4
Cn1nc(C2CC2)cc1NC(=O)C1(C)CCN1C(=O)c1ccccc1CCc1ccccc1 (stereo not drawn)	-6	3	-0.7	1.0	-8	-2	0	-0.4	x	-1
Cc1nc(NC(=O)CCc2ccccc2)ccc1Br	-1	-4	0.2	1.5	16	-3	-2	-0.4	0	-2
COc1cc(C(=O)O/N=C(\N)c2cccc([N+](=O)[O-])c2)cc(OC)c1OC	-3	-18	1.3	-0.8	6	1	-3	-0.2	-13	0
COC(=O)c1scc(C)c1N1C(=O)c2ccccc2C1=O	-9	2	-1.6	-2.5	-13	4	0	-1.2	-6	0
O=C(CN1CCN(Cc2ccccc2)CC1)c1ccccc1	-1	-1	0.0	-3.2	20	-1	-2	-0.2	-2	0
COc1ccc(OC)c(-c2nc(CN(C)C(C)c3ccncn3)c(C)o2)c1 (stereo not drawn)	-7	0	0.4	0.7	2	-3	3	-0.4	1	-3

(continued)
SMILES	bovine MsrA act	SUMO1 PPI mod	MsrA inhibitor	LMPTP inh	CendR NRP1 mod	eLon inh	STEP block	TbMetRS inhib	Scp1 inh	DNMT1 block
CCO[C@H]1OC(C(=O)Nc2ccccc2)=C[C@@H](c2csc3ccccc23)[C@@H]1CCCO	-2	7	-1.0	2.1	-12	7	-1	-0.2	-9	-7
COC(=O)Cn1c(C(=O)N2CCCC2)cc2c1C[C@H]1CN(C(=O)c3ccccc3)[C@@](Cc3ccc(F)cc3)(C(=O)OC)[C@@H]21	-2	-8	0.1	0.7	10	8	0	0.1	1	-2
c1ccc(CCCN2CCN(c3ccccc3)CC2)cc1	-3	3	-0.3	-2.5	8	-7	2	-0.9	-6	-1
COc1ccc(Cl)c(NC(=O)C/C(C)=N/NC(=O)CCc2ccccc2)c1	1	3	1.2	0.1	0	-15	1	-0.2	-1	-3
O=C(COC(=O)COc1ccccc1)Nc1cccc([N+](=O)[O-])c1	-5	-25	1.4	-2.0	9	12	1	-1.2	-11	-1
O=c1ccc2c([nH]1)CCCCCCCCCC2	-10	6	1.0	-1.8	-11	1	-2	4.9	-2	1
O=CC1=C(c2ccccc2)Oc2ccccc2O1	-3	1	0.5	-1.4	0	-3	-3	0.5	-3	-1
COc1cccc(-c2nc(OC(C)C)c3ccccc3n2)c1	-3	-5	-0.1	3.9	-2	4	7	-0.5	7	-3
CCOc1ccc2nc(NC(=O)C(NS(=O)(=O)c3cccs3)C(C)C)sc2c1 (stereo not drawn)	0	2	x	1.5	0	-5	-3	-0.4	-3	-3
c1ccc2c(c1)ncn2-c1ccc(-c2ccnc(-c3ccncc3)n2)cc1	-9	4	-0.3	15	-4	-2	14	-0.7	3	-9
CCc1ccc2nc(Nc3ncc(C(C)=O)c(C)n3)nc(C)c2c1	-1	0	-0.2	-1.5	0	-10	-5	0.8	18	0
Cc1nc2ccc(S(=O)(=O)c3ccc4nc(C)[nH]c4c3)cc2[nH]1	-4	2	-0.4	0.2	-3	1	-1	-0.1	-8	-3
C[C@H](CO)N1C[C@H](C)[C@@H](CN(C)S(=O)(=O)c2ccccc2)Oc2ccc(NC(=O)C3CCCCC3)cc2C1=O	-2	-1	-0.5	-0.4	-2	-1	0	-0.3	-5	-1
CCCCCn1cnc2c(=S)nc(N)[nH]c21	-5	0	3.5	-5.7	-4	2	14	-0.1	-15	1
Cc1c(C(=O)NCCc2ccc(Cl)cc2)sc2nc3n(c(=O)c12)CCC3	-9	0	0.0	-1.0	-2	6	1	-0.7	8	0
COc1ccc(NC(=O)[C@@H](NC(=O)c2ccccc2)C(C)C)cc1S(=O)(=O)N1CCCCC1	-1	2	1.5	1.4	-3	12	0	-0.4	-8	3
O=S(=O)(NCCOCCNS(=O)(=O)c1ccccc1)c1ccccc1	-6	-1	1.4	0.0	-4	8	0	-0.5	34	0
C=C(C)c1cccc(C(C)(C)NC(=O)N2CCN(C)CC2)c1	-4	1	2.2	0.5	0	2	1	0.1	-2	-1
O=[N+]([O-])c1ccccc1C=NNC(=S)NN=Cc1ccccc1[N+](=O)[O-]	0	-29	3.1	2.8	9	1	0	1.1	-2	-3
CCOC(=O)N1CC(=O)Nc2ccc(Br)cc2C1c1ccccc1 (stereo not drawn)	-10	3	0.4	3.7	11	-5	-1	-0.9	-14	6
COCCN(C(=O)COC(=O)c1nc(Cl)ccc1Cl)c1c(N)n(Cc2ccccc2)c(=O)[nH]c1=O	6	2	0.1	-1.1	4	4	0	-0.4	-2	10
Cc1cc(C)cc(NC(=O)CN(C)S(=O)(=O)c2cnc[nH]2)c1	-5	0	0.1	-2.0	9	-3	0	0.1	1	2
O=C(O)c1ccc(N(Cc2ccccc2)S(=O)(=O)c2ccccc2)cc1	0	-3	-2.0	-0.3	-1	-8	0	-0.3	-9&-8	1
Cn1c(=O)c2c(SCc3cccnc3)nc(CC(C)(C)C)nc2n(C)c1=O	0	8	-0.2	4.0	6	-2	1	-0.1	-14	2
CCC(=O)c1ccc(OCC(=O)OCC(=O)NCC2CCCO2)cc1 (stereo not drawn)	-13	-7	-0.4	-1.3	-2	-4	-2	-0.5	5	3
O=C(CSc1ccc2ccccc2c1)NC1CCCc2ccccc21 (stereo not drawn)	-6	-1	1.2	0.4	9	19	1	-0.3	-4	-2
CC(=O)Nc1ccc(S(=O)(=O)NC2C3(C)CCC(C3)C2(C)C)cc1 (stereo not drawn)	-5	3	-0.5	-1.0	-8	10	-1	-0.7	-2	0
CC(C)(C)NC(=O)C(c1ccc(-c2ccccc2)cc1)N(C[C@H]1CC[C@@H]([C@@H]2CC[C@H](CO)O2)O1)C(=O)c1ccccc1F (stereo partly drawn)	1	2	x	1.7	-14	-2	2	0.3	-1	0
CC(=O)Nc1ccc(S(=O)(=O)Nc2ccccc2C(=O)N2CCCC2)cc1	-1	2	1.4	-0.5	7	1	0	-0.5	1	-6
CN(Cc1cnn(C)c1)C(=O)C1CCC(=O)N(Cc2cccc(F)c2)C1 (stereo not drawn)	-2	3	0.3	0.2	10	-2	2	0.6	4	3
Cc1nccn1CCCNC(=O)CC1C(=O)NCCN1Cc1ccc(Cl)c(F)c1 (stereo not drawn)	-6	-1	0.2	-0.2	-2	-6	-3	-0.7	-10	18
COCc1nnc(NC(=O)c2cc3ccccc3o2)s1	-3	-4	5.1*	-0.4	-2	1	-1	0.6	-3	1
COc1ccc(CCNC(=O)c2ccc(NC3=NC4CS(=O)(=O)CC4S3)cc2)cc1OC (stereo not drawn)	-13	-7	-0.8	0.2	6	4	1	-0.9	-11	3
CCC(=O)Nc1ccc(C(=O)CSc2nnc(-c3ccccc3F)n2C2CC2)cc1	1	3	0.2	1.3	-22	-9	1	-0.1	1	10

Source: PubChem BioAssay
